GCN5L2 inh: inhibitors of human GCN5L2 histone acetyltransferase | Q92830 | GCN5L2 HAT assay, ThioGlo1 CoA-SH fluorescence | Potency, µM (series often up to 58.9 µM), for the others: at the highest dose activity change, negative = inhibition, usual class: inhibitors | actives 0.21% (n = 390,000) | AID 504327
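Free CoA generated was detected with ThioGlo1 (50uM) fluorescence at Ex340nm/Em540nm, read immediately and after 20 min at room temperature. Enzyme, 20 nM in HEPES pH 7.5 buffer, saw compounds 15 min before adding 75uM H3(1-25) peptide and 70uM acetyl-CoA.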
FEN1 inh: blocks human flap endonuclease 1. Potency, µM (highest dose often 114 µM), inactives show top-dose activity change, negative = inhibition, hits mostly inhibitors. Recombinant FEN1 flap cleavage, fluorescence, 15 min. P39748. actives 0.35% (n = 390,000); further: nearly all actives have a fitted effect of over 65% in size
Target sequence (P39748 whole entry, looked up): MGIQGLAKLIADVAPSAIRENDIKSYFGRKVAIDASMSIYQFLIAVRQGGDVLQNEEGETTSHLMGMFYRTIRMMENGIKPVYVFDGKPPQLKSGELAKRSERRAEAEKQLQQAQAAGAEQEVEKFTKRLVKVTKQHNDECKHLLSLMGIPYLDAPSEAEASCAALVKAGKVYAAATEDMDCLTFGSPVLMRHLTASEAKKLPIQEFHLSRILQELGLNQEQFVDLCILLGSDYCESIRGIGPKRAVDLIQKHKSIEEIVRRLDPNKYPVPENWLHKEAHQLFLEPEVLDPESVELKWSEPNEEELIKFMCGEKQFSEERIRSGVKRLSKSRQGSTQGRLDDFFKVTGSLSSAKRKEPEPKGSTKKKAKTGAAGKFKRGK
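Nuclease activity of 10 nM FEN1 was measured after 15 min of room-temperature exposure to titrated compounds, by adding 50 nM flap substrate and reading plates at 0 and 15 min.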
TDP1 cell CPT: DT40-hTDP1 cell growth loss with CPT; chicken DT40 Tdp1-/-;hTDP1 cells + 20 nM CPT, ATP luminescence, 48 h; actives 12% (n = 420,000); Potency, µM (doses to about 46.2 µM), for inactives: at the highest dose activity change, negative = growth inhibition, usual class: inhibitors; AID 686979; further: nearly all actives have a fitted effect of over 55% in size
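Cell growth measured by CellTiter-Glo luminescence after a minimum 48 h, 37 C compound exposure with 20 nM CPT in Tdp1-knockout DT40 cells stably expressing hTDP1, seeded 400/well; qHTS titration format.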
Active calls of the source: *; u = inconclusive; x = no result given; & = joins results of further samples; ! = not active in a repeat; [ ] = another dose, or the depositor's remark. The call rests on the fitted dose curve; in most records, active means well fitted curve in the direction sought with a large enough effect; inconclusive means small, poorly fitted or top-dose-only effect, or another doubt; inactive means no such curve, though single readings can be large; an effect the other way counts as inactive or inconclusive. On the % scale 0 is the no-effect control and ±100 the full control effect; potency means the concentration at half of the fitted maximal effect. Some of the compounds tested, so the mix of outcomes need not match the whole.

The first 4 compounds, to show the layout:
compound	FEN1 inh	GCN5L2 inh	TDP1 cell CPT
CCOC(=O)[C@H]1[C@H]2COc3ccc(OC)cc3[C@@H]2N2C(=O)c3cc(OC)ccc3NC(=O)[C@@]12C	-15%	-5%	-18%
CCOCCn1c(CN2CCN(c3ccc(F)cc3)CC2)nc2c1c(=O)n(C)c(=O)n2C	-4%	-3%	13µM*
Cc1ccc(CCNC(=O)C2CCN(S(=O)(=O)c3ccc4c(c3)NC(=O)CO4)CC2)cc1	2%	-19%	u
CN(C)c1ccc(C(=O)N2CCNC(=O)C2CC(=O)Nc2ccc(F)cc2)cc1 (stereo not given)	3%	-9%	u

The listing (from the top)
compound	FEN1 inh	GCN5L2 inh	TDP1 cell CPT
CCOC(=O)[C@H]1[C@H]2COc3ccc(OC)cc3[C@@H]2N2C(=O)c3cc(OC)ccc3NC(=O)[C@@]12C	-15%	-5%	-18%
CCOCCn1c(CN2CCN(c3ccc(F)cc3)CC2)nc2c1c(=O)n(C)c(=O)n2C	-4%	-3%	13µM*
Cc1ccc(CCNC(=O)C2CCN(S(=O)(=O)c3ccc4c(c3)NC(=O)CO4)CC2)cc1	2%	-19%	u
CN(C)c1ccc(C(=O)N2CCNC(=O)C2CC(=O)Nc2ccc(F)cc2)cc1 (stereo not given)	3%	-9%	u
CCc1noc(C)c1C(=O)N(C)CC(=O)Nc1ccc(OC)cc1	-2%	1%	3%
Cc1nnc(SCc2cc(=O)[nH]c(=S)[nH]2)s1	5%	1%	3%
COc1ccc(-c2nc3ccccc3c(=O)n2-c2c(C)n(C)n(-c3ccccc3)c2=O)cc1	-4%	-1%	-6%
CC(C)C(NC(=O)c1ccc(F)cc1)C(=O)N1CCOCC1 (stereo not given)	-4%	-2%	2%
COCCNc1nc2nonc2nc1N(C)Cc1cccc2cnccc12	-1%	-7%	-24%
CC1=CCC2C(=O)N(c3ccc(S(N)(=O)=O)cc3)C(=O)C2C1 (stereo not given)	14%	-3%	3%
COc1cccc(OCC(=O)Nc2ccncc2)c1	-7%	-3%	1%
COc1ccc(OCC(=O)NNc2nc3ccccc3s2)cc1	-2%	-1%	12%

Going on with the list.
compound	FEN1 inh	GCN5L2 inh	TDP1 cell CPT
CCOc1ccc(NC(=O)c2oc3ccccc3c2NC(=O)Cc2cccc(C)c2)cc1	-5%	-3%	-28%
On1nnc2cc(C(F)(F)F)ccc21	3%	-1%	2%
Cc1cc(C)c(C)c(S(=O)(=O)N2CCN(CC(=O)Nc3ccc([N+](=O)[O-])cc3)CC2)c1C	18%	-1%	-5%
CCOC(=O)N1CCN(C(=O)C(=O)NNC(=O)COc2ccc(Cl)cc2)CC1	7%	-2%	5%
COc1ccc(-c2nc(CN3CCN(c4ncccn4)CC3)c(C)o2)cc1C	9%	0%	u
CCOc1cc(NC(=S)NCC2CCCO2)c(OCC)cc1NC(=O)c1ccc(C)cc1 (stereo not given)	-6%	-5%	2%
CCOC(=O)CCP(=O)(O)C(O)c1ccccc1 (stereo not given)	10%	-5%	u
C/C(=N\Nc1ccc([N+](=O)[O-])cc1)c1cc2ccccc2o1	-3%	-5%	-23%
CCNC(=O)c1ccccc1CCc1ccccc1	7%	-1%	-3%
c1ccc(-c2cn(-c3ccccc3)c3ncnc(N4CCCCC4)c23)cc1	-5%	-2%	9.2µM*
CCOc1ccc(-c2n[nH]c3c2C(c2ccccc2OC)N(c2ccc(Br)cc2)C3=O)cc1 (stereo not given)	-16%	-11%	16µM*
Cc1cc(NC(=O)C2CC(=O)N(c3cccc(C)c3C)C2)no1 (stereo not given)	-1%	-1%	-4%

(more compounds)
compound	FEN1 inh	GCN5L2 inh	TDP1 cell CPT
O=C(CCSCCC(=O)Nc1ccccc1F)Nc1ccccc1F	-2%	-1%	-2%
COc1cccc(NC(=O)c2cc(-c3ccncc3)nc3c(C)cc(C)cc23)c1	-22%	-25%	u
CCOc1ccccc1Nc1nnc(SCC(=O)NC(=O)c2cccn2C)s1	-7%	-11%	-15%
COc1ccccc1-c1nnc(SCC(=O)c2ccc(F)cc2)n1-c1ccccc1	-30%	-10%	x
O=C(COC(=O)/C=C/c1cccc(Cl)c1)Nc1ccc(N2CCOCC2)cc1	2%	-1%	-20%
COc1ccc(C(=O)O)cc1F	1%	3%	-11%
COc1ccc(/C=C(/C#N)C(=O)Nc2cccc(C)c2C)cc1C(=O)O	-5%	-25%	1%
Cc1ccc(S(=O)(=O)N2CCC3(CC2)CC(=O)c2ccccc2O3)cc1	-22%	-6%	u
Cc1ccc(NC2CCCN(C(=O)CN3C(=O)c4ccccc4C3=O)C2)cc1C (stereo not given)	3%	-16%	-22%
Cc1c(CC(=O)NCC(C)C)c(=O)oc2cc3c(cc12)CCC(C)(C)O3	-5%	-4%	16µM*
Cc1ccc(C)c(NC(=S)N(Cc2ccco2)C(C)c2cccs2)c1 (stereo not given)	-3%	-5%	-5%
COc1ccc(CCNC(=O)Cc2cc(OC)c(OC)cc2[N+](=O)[O-])cc1OC	-2%	-10%	-21%

(cont.)
compound	FEN1 inh	GCN5L2 inh	TDP1 cell CPT
COc1ccc(CCC(C)NCc2ccc(C(F)(F)F)cc2)cc1 (stereo not given)	-4%	-7%	u
CCCCN(CC)CCCNC(=O)C1CCN(c2nc3ccc(CC)cc3s2)CC1	13%	-3%	12µM*
CCCc1nc2ccc([N+](=O)[O-])cc2[nH]1	-2%	24%	-6%
O=C(CN1C(=O)C2C3CCC(C3)C2C1=O)N1CCN(Cc2ccccc2)CC1 (stereo not given)	-8%	0%	15%
CC(C)(C)[C@H]1C=C(C(=O)N2CCN(Cc3ccccc3)CC2)O[C@@H](OCc2ccc(CO)cc2)C1	-1%	-1%	u
OC(CNCc1cccnc1)COc1ccc2ccccc2c1 (stereo not given)	-3%	-9%	-3%
O=C(O)c1cc([N+](=O)[O-])cc2ccccc12	-6%	x	-16%
NS(=O)(=O)c1ccc(CNC(=O)C23CC4CC(CC(C4)C2)C3)cc1	-1%	-5%	-10%
CC1CCc2c(sc(NC(=O)C3=COCCO3)c2C(N)=O)C1 (stereo not given)	2%	-10%	-21%
Cc1cccc(C)c1NC(=O)C1CCCN1S(=O)(=O)c1ccc2c(c1)n(C)c(=O)c(=O)n2C (stereo not given)	-5%	-12%	6%
O=C(O)c1c2c(nc3ccc(Cl)cc13)CCC2	-11%	-19%	1%
COc1ccc(-n2nc(C(=O)NCC(=O)NCC3CCCO3)c3ccccc3c2=O)c(OC)c1 (stereo not given)	4%	-6%	-4%

Continued:
compound	FEN1 inh	GCN5L2 inh	TDP1 cell CPT
O=C(O)COc1cccc(NC(=O)c2ccccc2)c1	-1%	-2%	-24%
CCc1ccc(C(=O)N/N=C/c2ccncc2)s1	20%	-4%	-7%
CS(=O)(=O)N(Cc1ccccc1F)c1ccccc1	-7%	-5%	-24%
N#Cc1c[nH]n2c(NC3CCCC3)c(-c3cccc(Cl)c3)nc12	11%	0%	u
C/C(=N\NC(=O)c1ccc([N+](=O)[O-])c(C)c1)c1ccccc1Cl	-3%	-1%	u
CC(NS(=O)(=O)c1ccccc1)C(c1cccs1)N1CCOCC1 (stereo not given)	-14%	-2%	-3%
CC(NC(=O)CCCCCCN1C(=O)c2ccccc2C1=O)c1ccc2c(c1)CCCC2 (stereo not given)	0%	1%	23µM*
C1CCC(NC(=NC2C3CC4CC(C3)CC2C4)N2CCOCC2)CC1 (stereo not given)	x	7%&-12%	29µM*!
O=C(O)CCNC(=O)/C(=C/c1ccco1)NC(=O)c1ccco1	-7%	-3%	1%
COc1ccc(Br)cc1CNC(=O)Cn1ncn2nc(-c3cccs3)cc2c1=O	-19%	-2%	12µM*
COc1cccc(C=Nc2ccccc2C(=O)Nc2nccs2)c1OC	-17%	-11%	-28%
COc1c(Cl)cc(Cl)cc1CNCCO	6%	2%	16%

Sorted by molar mass (falling): some entries from above.
compound	FEN1 inh	GCN5L2 inh	TDP1 cell CPT
COc1ccc(Br)cc1CNC(=O)Cn1ncn2nc(-c3cccs3)cc2c1=O	-19%	-2%	12µM*
C1CCC(NC(=NC2C3CC4CC(C3)CC2C4)N2CCOCC2)CC1 (stereo not given)	x	7%&-12%	29µM*!
N#Cc1c[nH]n2c(NC3CCCC3)c(-c3cccc(Cl)c3)nc12	11%	0%	u
COc1c(Cl)cc(Cl)cc1CNCCO	6%	2%	16%

New compounds follow
compound	FEN1 inh	GCN5L2 inh	TDP1 cell CPT
COC(=O)CCC(=O)NS(=O)(=O)c1ccc(N=NN2CCOCC2)cc1	-2%	-2%	-6%
O=C1NC(c2ccccc2)(C(F)(F)F)SC2=NCCCN12 (stereo not given)	3%	-1%	-5%
CC1Cc2ccccc2N1C(=O)COc1cccc(-n2cnnn2)c1 (stereo not given)	-10%	0%	-30%
COc1ccccc1Nc1ncnc2ccc(C)cc12	3%	x	-4%
COc1ccc(COc2ccsc2C(=O)Nc2ccc(Cl)cc2)cc1	-5%	-19%	u
Cc1ccc(N(CC(=O)N2CCN(c3ccc(F)cc3)CC2)S(=O)(=O)c2c(C)noc2C)cc1	-13%&-14%	-13%&-8%	15µM*
C/C(=N\OCC(=O)OCC(=O)N(C)c1ccccc1)c1ccc2c(c1)OCO2	-6%	-2%	-13%
O=C(NCC1CCCO1)c1ccc2c(c1)ncn2-c1cccc(F)c1 (stereo not given)	18%	-4%	-10%
COc1cc(NC(=S)N2CCN(C/C=C/c3ccccc3)CC2)cc(OC)c1	-9%	-4%	-30%
COc1ccc(/C=C/C(=O)N(C)CC(=O)Nc2cccc(F)c2)cc1S(=O)(=O)N1CCCCC1	8%	-5%	18µM*
Cc1ccc2nc(N3C(=O)C(O)=C(C(=O)c4ccco4)C3c3cccc(O)c3)sc2c1 (stereo not given)	3%	-5%	-1%
COc1ccc(N2CCOCC2)c(NC(=O)c2cc3ccccc3o2)c1	-13%	-7%	u

More records follow.
compound	FEN1 inh	GCN5L2 inh	TDP1 cell CPT
COC(=O)Cn1cc(C(=O)OC)cc(Br)c1=O	-1%	-1%	-2%
COc1cccc(N2CC(NC(=O)c3cc4ccccc4o3)CC2=O)c1 (stereo not given)	4%	-1%	-8%
Cc1c(/C=C/c2ccnc3ccccc23)ccc(N(C)C)c1C	-13%	x	u
Cc1noc(C)c1C(=O)N1CCC2(CCCN(c3ccccc3)C2)CC1	x	3%	5%
COc1cc2c(cc1OC)[C@H](C)N(C(=O)NCc1ccccc1)CC2	3%	-5%	23µM*
Oc1c(C(c2ccccn2)N2CCC(Cc3ccccc3)CC2)cc(Cl)c2cccnc12 (stereo not given)	-17%	-14%	4.1µM*
C1NNCC12CNNC2	15%	x	19%
NC(=S)N/N=C/c1cc([N+](=O)[O-])ccc1OCCOc1ccccc1	0%	1%	-16%
COc1ccccc1N1CCN(C(=O)Cn2ncc3c(=O)oc4ccc(C)cc4c32)CC1	22%	-5%	-27%
CC(C)OC(=O)c1nnc(Cc2ccc(F)cc2)o1	-3%	-6%	1%
COC(=O)C1(C(C[N+](=O)[O-])c2ccco2)C(=O)NCC1c1ccccc1 (stereo not given)	3%	-4%	21%
Cc1ccc(-n2cc(-c3ccccc3)c3c(NN4CCOCC4)ncnc32)cc1	-7%	-5%	21µM*

More structures follow:
compound	FEN1 inh	GCN5L2 inh	TDP1 cell CPT
CCCc1cc(=O)oc2c(C)c(OCC(=O)NCCN3CCOCC3)ccc12	-7%	-5%	-6%
O=C(Cc1ccccn1)c1ccc(O)cc1O	11%	-19%	-8%
CCN1CCN(C(c2cccs2)C(C)NS(=O)(=O)c2ccc(C)cc2)CC1 (stereo not given)	53%[activator]	-3%	-20%
Cc1ccc(C)c(Oc2c(C(F)(F)F)oc3c(CN4CCN(C)CC4)c(O)ccc3c2=O)c1	-10%	-2%	23µM*
CCOC(=O)c1cc(/C(C)=N/OC(=O)c2ccc(C(C)(C)C)cc2)on1	-11%	-3%	u
O=C(NCCN=C1NS(=O)(=O)c2ccccc21)c1ccc2nccnc2c1	-5%	-3%	3%
COc1ccccc1C(=O)NCCCNC(=O)c1cnccn1	11%	0%	6%
CCCNS(=O)(=O)c1ccc(N2CCCC2=O)c([N+](=O)[O-])c1	0%	2%	-1%
Cc1ccc(-n2ncc3c(SCC(N)=O)ncnc32)cc1C	25%	-12%	u
COc1cccc(-c2ncnn2-c2sc3c(c2C#N)CCCCC3)c1OC	-3%	-10%	-17%
N/C(=N\OC(=O)CCC(=O)O)c1ncc(C(F)(F)F)cc1Cl	-2%	-7%	9%
O=C(CNc1cc(S(=O)(=O)N2CCOCC2)ccc1N1CCCC1)Nc1ccc(Cl)cc1	6%	x	18µM*
COc1ccc(CNC(=O)Cc2c(C(=O)O)c(C)cn2C)cc1	-2%	10%	0%
Cn1c(=O)[nH]c(=O)c2c1nc(CN1CCN(c3cccc(Cl)c3)CC1)n2Cc1ccccc1Cl	-16%	-1%	u
NCCCCNCCCN	23%	u	u

Compound activity deposited in PubChem by National Center for Advancing Translational Sciences (NCATS).
